# Assay outcomes deposited in PubChem BioAssay by National Center for Advancing Translational Sciences (NCATS).
# EPAC2 ag: activates human EPAC2 exchange factor; AID 720711; Potency, µM (top dose mostly 154 µM), inactives show top-dose activation, usual class: activators; Q8WZA2; EPAC2 activation, biochemical qHTS; response scale: 100% = 6.5 mM cAMP response; 360,000 tested, 0.079% active; note: potency is the fitted concentration of half-maximal effect; nearly all actives have a fitted effect of over 50% in size
#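 qHTS, titration series. 100 nM EPAC2 / 250 nM Rap1B-BODIPY-GDP / 50 uM GDP; RT; ex 480/em 540 nm, 5-min reads to 30 min. Norm. to 6.5 mM cAMP = activation.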
# MmCpn inh: blocks the Methanococcus maripaludis chaperonin Mm-Cpn. Potency, µM (highest dose often 76.9 µM), for inactives: at the top dose activity, negative = inhibition, actives largely listed as inhibitors. purified Mm-Cpn ATPase, ADP Transcreener TR-FRET. 330,000 tested, 0.031% active; note: potency is the fitted concentration of half-maximal effect; % is set by controls: 0 for no effect and ±100 for the full control effect; nearly all actives have a fitted effect of over 80% in size
#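 ATP (10 uM final) was added to archaeal chaperonin (25 nM final) after 10 min exposure to test compound at 37°C; after 30 min further incubation, ADP was detected by competitive TR-FRET.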
# EPAC2 antagonist: antagonists of human EPAC2. Q8WZA2. EPAC2 GEF exchange of Rap1B-BODIPY-GDP, fluorescence. Potency, µM (doses to about 114 µM), without a hit: at the highest dose activity, negative = inhibition, actives largely listed as inhibitors. 360,000 tested, 0.18% active; note: potency is the fitted concentration of half-maximal effect; % is set by controls: 0 for no effect and ±100 for the full control effect; nearly all actives have a fitted effect of over 45% in size; many of its hits are not listed in these tables
# PTHR1 ag: activates the human parathyroid hormone receptor PTHR1 | Q03431 | HEK293 GP2 PTHR1 cells, GloSensor cAMP luminescence, 1 h | Potency, µM (highest dose often 115 µM), for inactives: at the highest dose activation, hits mostly activators | 410,000 tested, 0.075% active | AID 743266; note: potency is the fitted concentration of half-maximal effect; nearly all actives have a fitted effect of over 55% in size; some results filed as inactive show a strong effect at the top dose; inactives centre near -15; many of its hits are not listed in these tables
#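 HEK-293-derived GP2 cells expressing PTHR1 and a GloSensor cAMP reporter, 3,000/well, plated overnight, given luciferin plus IBMX (each 0.5 mM as added) for 1 h at 37 °C, then compound for 1 h at 37 °C. Luminescence was read after 15 min at room temperature.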
# CCT modulator: changes cytosolic chaperonin activity; activity change, % (no concentration beside the values), hits read low; 360,000 tested, 0.3% active; purified chaperonin ATPase assay, HTRF ADP detection, 30 min; AID 651819; in the data active = activity change below about -30%; note: % is set by controls: 0 for no effect and ±100 for the full control effect
#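 Nucleotide hydrolysis assay: TRiC at 20–40 nM final (set by batch activity) with 10 uM ATP, 30 min at 37 °C, in presence of 76 uM compound. Detection by competitive ADP HTRF, 30 min ambient.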
# pAkt inh: Akt phosphorylation inhibition; Neuro2A IGF-stimulated pAkt S473 HTRF, 20 min; hits give low values; activity change, % for hits at 50 µM; 360,000 tested, 0.32% active; in the data active = activity change below about -80%; inconclusive = mostly about -51% to -80%; note: % is set by controls: 0 for no effect and ±100 for the full control effect
#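 Neuro2A cells in DMEM with 0.5% FBS, overnight at 37 deg C, given compound at single 50 µM final, then IGF (6 nM final) for 20 min at 37 deg C. Lysed; phospho-Akt Ser473 by HTRF after 24 h, 665/615 ratio.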
# DRD3 agonist: activates the human D3 dopamine receptor; P35462; D3R DiscoveRx beta-arrestin cells, luminescence, 90 min; max activation, %; 410,000 tested, 0.58% active; AID 652048; in the data active = max activation above about 30%; note: 0% is about no effect; mostly tested at two doses, the higher about 12 µM
#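 Agonist mode: compounds and dopamine controls were applied to plated cells for 90 min at 37 degrees C after an overnight attachment at 1500 cells/well. Luminescent read-out followed 30 - 60 minutes at room temperature with DiscoveRx detection reagent.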
# D3 antag: D3 dopamine receptor (human) antagonism | P35462 | D3R cells, DiscoveRx beta-arrestin luminescence, antagonist mode; hits give low values | max response, negative = inhibition, % | 360,000 tested, 2.5% active | AID 652054; in the data active = max response below about -50%; inconclusive = no clear call, values can overlap the other calls; note: % is set by controls: 0 for no effect and ±100 for the full control effect; mostly tested at two doses, the higher about 12 µM
#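 Cells plated overnight at 1500 cells/well, then exposed to library compounds with dopamine controls for 90 minutes at 37 degrees C. DiscoveRx reagent added for 30–60 minutes at room temperature; luminescence read, quantitative HTS format.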
# Starred values were filed as active, the others as inactive; i = inactive; ? = inconclusive; . = no result given; & = joins results of further samples; [ ] = another dose, or the depositor's remark. Unless noted, calls come from the whole dose curve; as a rule, active = well fitted curve in the direction sought with a large enough effect; inconclusive = small, poorly fitted or top-dose-only effect, or another doubt; inactive = no such curve, though single readings can be large; an effect the other way counts as inactive or inconclusive. These rows are one share of the data. The share of hits here may be higher or lower than overall.
SMILES,EPAC2 ag,MmCpn inh,EPAC2 antagonist,PTHR1 ag,CCT modulator,pAkt inh,DRD3 agonist,D3 antag
Cc1cc(Cl)c(C(=O)Nc2cccc(C(F)(F)F)c2)c(C)n1,10.2%,-0.8%,0.3%,-40.9%[inhibitor],-1.2,i,-8.0,0.8
COc1cccc(CN2CC(C(=O)N(C)C3CCOCC3)CCC2=O)c1 (centres undefined),-1.0%,-0.8%,-2.5%,i,1.0,i,9.0,8.1
COc1ccc(N(C)S(=O)(=O)c2cccc(C(=O)Nc3nnc(C4CC4)s3)c2)cc1,-1.6%,0.2%,-0.6%,-36.4%[inhibitor],-0.5,i,6.0,6.7
Cc1ccc(CNC(=O)C(=O)NCC(c2ccco2)N2CCOCC2)cc1 (centres undefined),-4.5%,-0.1%,-8.5%,-2.6%,-2.7,i,3.8,-8.7
Cc1ccc(OCCn2c(C)nc3ccccc32)cc1,-6.8%,-2.3%,-25.3%,-41.9%[inhibitor],1.5,i,2.6,37.4
CC1CCCCC1NC(=O)COC(=O)c1cccn1C (centres undefined),2.7%,1.1%,-1.4%,i,1.5,i,-0.9,5.8
COc1ccccc1-c1cnnc(N/N=C/c2ccc(-c3cccc(Br)c3)o2)n1,2.2%,1.1%,4.9%,-8.8%,0.8,i,56.6*,18.9
COc1ccc(C)cc1NC(=O)CCCN1C(=S)NC(C)(C)CC1C (centres undefined),-1.8%,-3.6%,-2.4%,8.1%,1.2,i,-14.0,-17.2
CCOc1ccccc1OCC(=O)Nc1ccc(N2CCOCC2)cc1N1CCOCC1,-0.9%,-0.2%,-3.8%,i,-1.8,i,-6.4,-21.0
CCOc1ccccc1C(=O)Nc1ccc(S(=O)(=O)Nc2cc(OC)nc(OC)n2)cc1,-1.0%,-2.6%,-0.8%,-10.1%,0.5,i,6.9,7.3
CCn1nnc(NC(=O)COc2ccc([N+](=O)[O-])cc2)n1,9.1%,3.5%,2.4%,i,1.5,i,-1.8,1.4
O=C(NCCc1ccccc1)c1cccc(NC(=O)C2CCCCC2)c1,6.8%,.,-16.8%,i,-0.3,i,10.7,-0.3
Cc1ccc(N(CC(=O)NCc2ccccc2)C(=O)CCC(=O)Nc2nccs2)cc1,18.1%,0.7%,-3.7%,i,-4.6,i,-9.9,-23.8
CC(C)(C)c1ccc(C(=O)NCc2ccc(Cl)cc2)cc1,6.2%,0.0%,-6.6%,-12.8%,-1.1,i,-9.9,-13.6
O=C1NC[C@H](c2ccccc2)OC(=O)[C@H](Cc2ccc(F)cc2)CC/C=C/C[C@@H]1CC(=O)N(CCO)Cc1ccccc1,0.6%,-3.1%,-17.7%,i,1.8,i,-8.7,11.5
Cc1cc(C)c2c3c(sc2n1)C(=O)N(Cc1ccccc1)CC(=O)N3,9.4%,-1.5%,-0.9%,-3.8%,0.2,.,1.7,30.9
O=C1ON(Cc2ccccc2)C(c2ccccc2)N1c1ccccc1 (centres undefined),7.0%,.,-7.9%,i,2.5,i,5.7,6.7
Cc1ccccc1C(=O)NC1CCN(Cc2nnnn2Cc2ccccc2)CC1,-3.5%,1.9%,9.4%,-2.5%[57.5 µM],-1.6,i,-3.5,-17.2
Fc1ccc(Cn2nnnc2C(c2cccs2)N2CCN(C3CCCCC3)CC2)cc1 (centres undefined),2.1%,-1.7%,6.4%,i,-0.2,i,-14.2,-0.9
O=C(O)CNC(=O)/C=C/c1c(Cl)cccc1Cl,3.0%,0.5%,-1.1%,i,-2.3,i,0.4,-3.4
C/C(=N\NC(=O)c1ccc(N/N=C(\C)c2ccncc2)cc1)c1ccncc1,9.4%,-1.2%,9.5%,-1.0%,-9.0,i,-1.7,16.3
COC(=O)c1sc2ncn(-n3c(C)ccc3C)c(=O)c2c1C,2.1%,-0.4%,10.1%,-4.6%[57.5 µM],0.1,i,-1.7,2.4
Cc1cc(N)c2cc(NC(=O)/C=C/c3ccccc3Cl)ccc2n1,?,1.4%,?,i,-0.2,i,-15.5,-83.3*
CCC(CC)NC(=O)Cc1ccccc1[N+](=O)[O-],-8.7%,-0.3%,6.5%,i,-1.8,i,0.7,1.2
CCCN1CCC(=O)N([C@H](CSc2ccccc2)CC(C)C)CC1,4.8%,-1.9%,2.5%,i,0.6,i,-49.2,4.7
CC(/C=C/c1ccc2c(c1)OCO2)=N/NC(=O)c1cccnc1,-4.8%,0.8%,12.5%,i,-2.9,i,5.5,-1.3
O=C(CCCn1nnnc1CN1CCOCC1)N1CCC(c2ccc(F)cc2)C1 (centres undefined),10.0%,2.7%,16.0%,-11.9%,2.1,i,2.1,-5.1
Cc1ccc(Cc2c(-c3ccc(F)cc3)nc3ccc(Cl)cn23)cc1,9.2%,.,-16.8%,-24.8%,0.1,i,1.0,5.0
Cc1ccc(N2CN(CCC3=CCCCC3)CNC2=S)cc1,-3.0%,0.3%,-4.6%,-12.9%,-0.7,i,-8.6,-8.7
Cc1ccc(Oc2ncc(-c3ccc(Cl)cc3)cn2)cc1,-3.9%,1.5%,7.1%,i,-3.6,i,4.6,9.3
CCOc1ccc(C(=O)NCC(=O)NC(C)CCc2ccccc2)cc1OCC (centres undefined),3.3%,-0.9%,-0.6%,i,0.4,i,-6.6,-21.1
CCOc1ccccc1NC(=O)N1C2CCCC1CC(NC(=O)C1CC1)C2 (centres undefined),5.2%,?,7.7%,i,-2.5,-87.9%*,-0.4,-21.2
Cc1cccc(C(=O)N[C@H](C(=O)NCCc2ccc(S(N)(=O)=O)cc2)C(C)C)c1,-0.2%,1.3%,7.7%,i,-2.0,i,2.8,6.5
O=C(CN1CCN(S(=O)(=O)/C=C/c2ccccc2)CC1)Nc1ccc(N2CCOCC2)cc1,5.8%,-0.2%,-15.1%,-5.7%,1.6,i,-0.4,-1.6
COc1ccccc1N1CCN(C(=O)CSc2nc3ccccc3c(=O)n2CC2CCCO2)CC1 (centres undefined),-2.1%,1.1%,-10.9%,-30.9%[inhibitor],1.2,i,0.7,9.6
CCC1CN(C(=O)N2CCC(C(=O)NCc3cccc(F)c3)CC2)c2ccccc2O1 (centres undefined),5.0%,1.4%,-2.1%,i,-1.9,i,-1.1,-18.9
Cc1ccc(NS(=O)(=O)c2ccc3c(c2)NC(=O)CCS3)c(Br)c1,-0.5%,1.7%,-4.1%,-1.4%&-12.2%,-0.9,i,-5.7&6.5,12.3
Cc1cc(NC(=O)c2cccc(Cl)c2)n[nH]1,0.0%,-0.2%,18.7%,-18.4%,-2.0,i,6.5,-18.2
COc1ccccc1N(CC(=O)NCCSC(C)(C)C)S(C)(=O)=O,5.0%,1.9%,17.8%,17.4%[57.5 µM],1.4,i,0.2,-8.5
COCCNC(=O)C(c1ccco1)N(C(=O)Cn1nnc2ccccc21)c1cc(C)ccc1C (centres undefined),-7.5%,-1.8%,1.1%,-0.8%[57.5 µM],-2.9,i,-4.3,16.5
O=C(O)c1ccc(Nc2ccc(F)c(F)c2)c([N+](=O)[O-])c1,5.8%,-2.4%,-2.1%,i,-0.5,i,-6.5,-4.6
Cc1cc(C)n2nc(NCc3ccccc3)nc2n1,-0.3%,.,7.7%,i,0.7,.,2.8,-5.0
CCN(CC)C(=O)/C(=C/c1cn(S(=O)(=O)N(C)C)c2ccccc12)NC(=O)c1ccc(OC)cc1,-4.6%,0.7%,2.1%,-23.9%,-0.9,i,-5.3,-3.8
Cc1cc(C)cc(NC(=O)c2cc(=O)c3ccccc3o2)c1,6.8%,-0.3%,-0.6%,i,-0.6,i,-0.9,1.6
CCOc1ccc(Cl)cc1S(=O)(=O)n1cnc2ccccc21,2.0%,-1.5%,-5.4%,-7.6%,-1.6,i,0.3,9.4
Cc1[nH]nc(SCC(=O)N2CCOCC2)c1[N+](=O)[O-],7.5%,-4.1%,1.2%,i,-0.7,i,-0.6,-11.9
Cc1noc(C)c1C(=O)OCC(=O)N1CCc2ccccc21,-1.0%,1.1%,7.7%,i,-2.9,i,-16.2,?
COc1ccccc1CN1C(=O)C(C)ON=C1c1ccccc1F (centres undefined),-3.1%,.,-20.5%,-46.8%[inhibitor],0.0,i,0.5,13.1
OC(COc1cccc(OCC(O)CN2CCCC2)c1)CN1CCCC1 (centres undefined),7.4%,1.4%,8.5%,i,1.5,i,-12.8,?
CCCOC(=O)c1ccc(NC(=O)CC(C)(C)C)cc1,3.8%,-0.3%,-8.0%,-9.3%,0.7,i,2.6,-13.2
COc1ccc(N(C(=O)c2snc(C(N)=O)c2N)C(C(=O)NC2CCCCC2)c2ccc(C)o2)cc1 (centres undefined),-9.8%,0.4%,2.4%,-4.2%,-0.6,i,-2.1,-13.7
Fc1cccc2sc(Nc3nc4ccccc4s3)nc12,1.1%,-1.0%,6.6%,i,-0.9,i,-3.6,22.1
O=c1nc2n(c3ccc([N+](=O)[O-])cc13)CCCCC2,-4.3%,1.3%,21.4%,-3.9%,-2.7,i,5.0,5.3
CCCc1cc(=O)n2[nH]c(CCc3ccccc3)nc2n1,-2.0%,-3.2%,-1.1%,i,-1.5,i,1.9,1.4
Cc1cc(Cl)ccc1NC(=O)CCC(=O)N/N=C/c1cc([N+](=O)[O-])ccc1O,-7.6%,0.6%,-0.2%,i,-0.9,i,-6.9,-55.9*
Nc1ccc(C(=O)N2CCN(S(=O)(=O)c3ccc4c(c3)OCCCO4)CC2)cc1[N+](=O)[O-],11.6%,-1.2%,-13.1%,-56.8%[inhibitor],-2.0,i,-6.0,-0.5
CCOc1ccc(NC(=O)CN2CCN(CC(=O)c3ccc(OC)c(OC)c3)CC2)cc1,4.4%,1.7%,3.3%,i,-0.7,i,1.8,12.4
O=C(CCNC(=O)N1CC(=O)Nc2ccccc21)NCc1ccccc1Cl,-0.4%,.,-8.6%,-23.8%,1.8,i,-0.7,1.3
COc1ccc(CNC(=O)C(NS(=O)(=O)c2cccc3nsnc23)C(C)C)cc1 (centres undefined),-5.0%,-5.9%,-6.8%,i,0.4,i,4.6,5.0
CCc1nc2c(sc3nc4c(cc32)COC(C)(C)C4)c(=O)n1Cc1ccco1,8.6%,-1.9%,5.3%,-14.3%,-0.9,i,10.1,-13.7
